Bioassay records as filed in PubChem BioAssay.
miR122 inh: inhibitors of miR-122 in Huh7 cells; Huh7 miR-122 Renilla luciferase sensor, 48 h; neutral wells = 0, positive control = 100; activation (reporter increase), % at 12.5 µM; 0.3% of 340,000 active;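 active means mean replicate activation score at least 90 and every replicate individually at or above 90; inconclusive means only one of the two criteria met; inactive means neither criterion met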;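 further: higher luciferase means less miR-122 activity so hits act as miR-122 inhibitors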
FN deposition inh: fibronectin deposition inhibition; AH1F fibroblasts, Alexa488-fibronectin deposition fluorescence, overnight; inhibition, % at 12.6 µM; 0.086% of 350,000 active; AID 743247;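 active means mean inhibition across replicates of 30% or more, regardless of how many single replicates reach that level; inconclusive means mean under 30% yet at least half of replicates reach 30%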;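 further: positive control wells lacked labelled fibronectin entirely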
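Schedule: 1 h cell adhesion before compound, then overnight fibronectin incubation; test system: AH1F fibroblast monolayer depositing Alexa488-labelled fibronectin into matrix; quantity: 10000 AH1F cells per well; probe or stimulus: fluorescent fibronectin at 24 nM final; signal: fluorescence, ex 485 nm, em 525 nm; evaluation: percent inhibition as loss of matrix-bound fibronectin fluorescence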
CFTR F508del cor: CFTR F508del correction in bronchial cells; CFBE cells, YFP halide quenching; stimulated with forskolin plus potentiator P3; % fluorescence drop versus neutral controls; activity (quench increase), % at 7.58 µM; 0.36% of 350,000 active;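 active means mean added fluorescence quench of at least 8% versus neutral control, with both replicates also reaching 8%; inconclusive means only one of the mean or replicate conditions met; inactive means mean below 8% and not both replicates reaching 8%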;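 further: cells transiently co-express mutant CFTR-F508del with the halide-sensitive YFP; corrector assay measuring rescue of mutant channel to the surface after 24 h compound exposure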
GSIS activator: GLuc luminescence reporter in INS-1E cells, primary screen for activators of glucose-dependent secretion of insulin; 0.61% of 370,000 active; AID 743287; activation, % at 16.6 µM; INS-1E GLuc reporter insulin secretion, 2-3 h;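 active means lowest replicate activation of at least 40%, so every replicate reaches that level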;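 further: 0% = median of neutral control wells and 100% = median of IBMX positive control wells; some compounds called inactive have numbers as strong as hits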
EWS-Fli block: blocks EWS/Fli oncoprotein-driven transcription. inhibition, % at 12.6 µM. A673 NR0B1-luciferase reporter, viability-normalised. 0.67% of 350,000 active. AID 651661;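 active means mean inhibition of at least 50% after viability correction, with every replicate also passing that limit; inconclusive means mean reaches 50% but only one of two replicates passes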;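 further: firefly luciferase signal divided by Alamar Blue viability fluorescence both relative to DMSO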
PAX8 reporter: PAX8 transcriptional activity inhibition; RMG-I TPO-luciferase reporter, SteadyGlo, 24 h; inhibition, % at 12.6 µM; 1.2% of 360,000 active; AID 652154;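 active means mean replicate inhibition at least 60% with every replicate also reaching 60%; inconclusive means only one of the two criteria is met; inactive means mean below 60% and not all replicates reaching 60%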;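 further: luciferase light reporting Pax8 driven TPO promoter activity; plate controls were median of neutral control wells for no effect and mitoxantrone controls for full effect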
DENV2 CPE: protects cells from dengue virus 2 cytopathic effect | DENV2-infected cells, cytopathic effect rescue, plate reader | CPE inhibition, % at 9.99 µM | AID 651640 | 1.7% of 350,000 active; in the data active means CPE inhibition above about 20%, passing the limit was not always enough; inconclusive means no clear call, values can overlap the other calls; tested in BHK-21 cells;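 further: 0% = median of neutral control wells and 100% = median of positive control wells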
Numbers without * were called inactive; ? = inconclusive; . = no result given; & = joins results of further samples; ! = repeats disagree; [ ] = remark or other dose.

Order of values – miR122 inh	FN deposition inh	CFTR F508del cor	GSIS activator	EWS-Fli block	PAX8 reporter	DENV2 CPE
> CCCN1[C@@H]2c3ccc(-c4ccccc4OC)c(=O)n3C[C@@H]2[C@@H](CO)[C@@H]1C(=O)N1CCCCC1
 : 2[16.7 µM]	.	-1.6	5	-2	1	0
> Nc1cccc(/C=C/C(=O)O)c1
 : .	-1	-2.9	0	22	4	2
> FC(F)(F)c1ccccc1CN1CCC(Cc2ccccc2)CC1
 : -5	-1	-0.4	43	-4	-11	0
> O=C1COc2ccc(S(=O)(=O)Nc3cccc(Cl)c3)cc2N1
 : 67	2	-4.3	-7	-2	4	-2
> O=C(NC1CCCCC1)C1CCN(S(=O)(=O)c2cccc3nsnc23)CC1
 : .	.	3.2	7	7	.	-8
> C[C@H]1CN([C@@H](C)CO)C(=O)c2cccc(NS(=O)(=O)c3ccccc3)c2O[C@H]1CN(C)Cc1ccc(C(=O)Nc2ccccc2N)cc1
 : .	.	-0.6	22	4	0	-8
> COc1ccc(Cl)cc1NC(=O)CN1CCN(S(=O)(=O)c2ccc(F)cc2)CC1
 : -2	-15	0.7	14	-3	-8	2
> CCCCNS(=O)(=O)c1ccc(NC(=O)Cc2ccc(OC)cc2)cc1
 : .	-6	-0.8	-5	16	-7	-3
> O=C(Nc1nccs1)c1ccc2c(c1)OCO2
 : -1	0	-3.6	19	-72	-172	-4
> CC(C)[N+](C)(C)CC(O)CN(c1ccccc1)c1ccccc1 (configuration not stated)
 : -5	2	-0.5	9	-1	10	-1
> CCCCN(C(=O)C1CC(=O)N(c2ccc3c(c2)OCCO3)C1)c1c(N)n(CCCC)c(=O)[nH]c1=O (configuration not stated)
 : .	-1	0.7	-12	-7	2	-4
> Nc1n[nH]c(CCCO)n1
 : 0	-1	.	19	.	20	.
> COc1ccccc1-c1cnc(C(O)c2cccc(C)c2C)[nH]1 (configuration not stated)
 : 5	-3	2.1	.	-5	-1	-3
> O=C(NCC[C@@H]1CC[C@H](NS(=O)(=O)Cc2ccccc2)[C@H](CO)O1)C1CCC1
 : -6[16.7 µM]	.	-0.9	7	-9	2	.
> O=C(O[C@H]1[C@H](Cc2ccccc2)NS(=O)(=O)[C@H]2C[C@@H]3C=C[C@]12O3)c1ccc([N+](=O)[O-])cc1
 : 2	-6	0.0	-14	-12	21	.
> CO[C@@H]1CN(C)C(=O)c2ccc(NS(=O)(=O)c3ccc(Cl)cc3)cc2OC[C@@H](C)NC[C@@H]1C
 : 1[16.7 µM]	3	-2.3	4	-10	.	4
> Cc1ccc(NC(=O)CCSCCc2ccccn2)cc1
 : -12	-7	-2.0	5	-2	30	6
> CCCCOc1ccc(C2CCC(C(C)=O)C(C)C2)cc1 (configuration not stated)
 : -11	-6	-1.3	-11	-97	-98	1
> O=C(Nc1ccccc1)C1=C[C@H](c2csc3ccccc23)C[C@H](OCCCCO)O1
 : 8	-3	2.7&1.6&-0.5	3	2&-13&-1	9&3	20*!
> C[C@H](NC(=O)C[C@H]1C[C@H]2c3cc(NC(=O)C4CCC4)ccc3O[C@H]2[C@@H](CO)O1)c1ccccc1
 : -4[16.7 µM]	-10	-3.1	-5	-1	6	-4
> COC(=O)c1ccc2c(=O)n(-c3ccc(OC)cc3)c(=S)[nH]c2c1
 : -15	7	-3.8	5	-4	16	1
> Cc1ccc(C(=O)NNC(=O)CSc2nc(N)cc(N)n2)cc1
 : -3	-1	-5.0	2	-4	-5	?
> COc1ccc(C(O)c2nc(-c3cncnc3)cs2)cc1 (configuration not stated)
 : 4	-8	-1.0	21	4	25	0
> CCCn1cnnc1CNC(=O)C1CCC(=O)N(CCc2cccc(F)c2)C1 (configuration not stated)
 : 0	5	-5.0	5	-2	0	1
> COc1cc2[nH]c(=S)n(NC(=O)CC(C)C)c(=O)c2cc1OC
 : -15	-4	.	-7	.	.	.
> O=S1(=O)c2c(cccc2N2CCCCC2)O[C@H](COCc2ccccc2)CN1C1CC1
 : .	-2	3.2	-8	12	30	5
> C[C@H]1CN([C@@H](C)CO)C(=O)Cc2cc(NS(=O)(=O)c3cccs3)ccc2O[C@H]1CN(C)Cc1ccncc1
 : -1[16.7 µM]	.	-3.7	9	-4	-20	-5
> O=C(O)CCc1nn2c3ccccc3nc2n(-c2ccccc2)c1=O
 : -3	.	-2.9	-6	-5	.	-2
> CCOc1ccc2[nH]cc(-c3csc(N)n3)c2c1
 : 0	-4	-3.5	8	8	-2	-7
> CNC[C@@H]1Oc2ccc(N)cc2C(=O)N([C@@H](C)CO)C[C@H]1C
 : -2[16.7 µM]	-2	4.1	12	-9	-7	-7

Going on with the list:
Order of values – miR122 inh	FN deposition inh	CFTR F508del cor	GSIS activator	EWS-Fli block	PAX8 reporter	DENV2 CPE
> O=C(CN1CCN(c2ccccc2F)CC1)c1ccc(O)c(O)c1
 : -6	4	0.0	6	41	18	6
> CCOC(=O)c1c2c([nH]c(=S)c1C#N)CCCC2
 : -1	-11	-0.5	-5	2	6	4
> CCCNC(=O)N1CCC2(CC1)CN(C(=O)c1cccnc1)[C@H](CO)c1[nH]c3cc(OC)ccc3c12
 : .	.	-0.6	17	-2	.	?
> C[C@H](CO)N1C[C@H](C)[C@H](CN(C)Cc2cccc(F)c2)Oc2cc(-c3cccc(C#N)c3)ccc2S1(=O)=O
 : 2[16.7 µM]	5	1.9	-18	-8	19	13
> Cc1ccc(NC(=O)CCS(=O)(=O)c2ccc3nc(C)sc3c2)cc1
 : 1	5	-1.4	1	-3	-15	-2
> COc1cccc(CNC(=O)[C@@H]2CCCN2)c1
 : .	-2	-0.3	9	8	2	7
> COc1ccc(N2C(=O)c3cc4ccccc4cc3C2=O)cc1
 : 4	-3	-2.9	28	-5	11	3
> C[C@@H]1CN([C@@H](C)CO)C(=O)c2cc(C3=CCCC3)cnc2O[C@@H]1CN(C)Cc1cccc(F)c1
 : -20[16.7 µM]	.	-2.7	0	5	3	6
> Cc1ccc(NC(=O)CCCN2C(=O)C(c3ccccc3)Oc3cccnc32)c(C)c1 (configuration not stated)
 : -1	8	-0.1	.	-5	-7	-8
> COc1ccc2c3c(n(C)c2c1)[C@@H](CO)N(Cc1ccncc1)CC31CCN(C(=O)Nc2cccc(F)c2)CC1
 : .	.	-5.3	-29	19	.	-13
> COc1cccc(-c2ccc([C@@H]3[C@H]4CN(C(=O)NC(C)C)CC(=O)N4[C@H]3CO)cc2)c1
 : .	.	-2.1	-8	-1	3	4
> O=C(Cc1ccccn1)NCC[C@H]1CC[C@H](NC(=O)Nc2ccc(C(F)(F)F)cc2)[C@@H](CO)O1
 : .	-11	-1.8	3	-2	22	-3
> COc1ccc(C)cc1NC(=O)COC(=O)c1ccc2c(c1)OCO2
 : -4	-3	0.6	19	-9	37	-1
> CCN(CC)S(=O)(=O)c1ccc(C(=O)NCCN2C(=O)S/C(=C\c3cccnc3)C2=O)cc1
 : .	-3	-3.8	9	-1	11	-1
> Cc1ccc(N2C(=O)[C@@H]3Cc4ccccc4CN3C2=O)cc1
 : 3	-2	.	.	.	-49	.
> Cc1cc(Cl)ccc1NC(=S)NC(C)(C)C
 : -13	.	1.1	-10	-3	-2	6
> COc1ccc(C(O)c2nc(-c3cccc(C(C)C)c3)cs2)cc1 (configuration not stated)
 : 1	0	3.8	-10	-12	-2	?
> CC1=C(C(=O)Nc2ccccn2)C(c2ccc(F)cc2)n2ncnc2N1 (configuration not stated)
 : -4	.	2.9	-1	9	.	-6
> CCCOc1ccc(-c2c(C(=O)N/N=C/C3CCCCC3)nnn2-c2nonc2N)cc1
 : .	3	-1.3	11	11	1	1
> Cc1ccc(C)c(NC2=NCC(=O)N2C2CCCCC2)c1
 : -6	-1	.	.	.	-22	.
> Cc1ccc2nc(C)cc(N/N=C/c3cccnc3)c2c1
 : .	3	-1.7	37	-2	-13	-18
> COc1cccc(C=NNC(=O)C2CC2)c1
 : .	6	0.0	10	-1	-31	-5
> C[C@@H]1CN([C@@H](C)CO)C(=O)c2cc(-c3cccc(C#N)c3)cnc2O[C@H]1CN(C)C(=O)C1CCC1
 : 4[16.7 µM]	.	1.0	.	-4	14	-5
> CC(OC(=O)c1ccc(Cl)c(S(=O)(=O)N2CCOCC2)c1)C(=O)Nc1ccc(S(N)(=O)=O)cc1 (configuration not stated)
 : -7	8	2.9	5	-4	-1	7
> O=C(/C(=C/c1ccccc1Cl)c1ccccc1)N1CCOCC1
 : 4	6	.	11	.	-11	.
> CC1CCCC(C)N1CCCNC(=O)C1CCCN(c2ncnc3c2nc2n3CCCCC2)C1 (configuration not stated)
 : 3	11	1.4	3	.	-14	2
> Nc1ccc(Oc2ncccn2)cc1
 : -13	-1	0.6	-4	-11	0	-9
> CCN(CC)S(=O)(=O)c1ccc(Cl)c(NC(=O)COC(=O)/C=C/c2cc(OC)c(OC)c(OC)c2)c1
 : 9	2	-2.2	.	-12	1	4
> COc1ccc(-c2noc(CSc3nnc(Cc4ccccc4)n3-c3cccc(C)c3)n2)cc1OC
 : 2	.	3.8	-14	20	.	-6
> COc1ccc2c3c(n(C)c2c1)[C@H](CO)N(Cc1ccc(F)cc1)CC31CN(CC2CCOCC2)C1
 : .	.	0.0	0	-4	.	?

(listing goes on)
Order of values – miR122 inh	FN deposition inh	CFTR F508del cor	GSIS activator	EWS-Fli block	PAX8 reporter	DENV2 CPE
> CCS(=O)(=O)N1Cc2ccccc2CC1C(=O)Nc1nc2ccccc2s1 (configuration not stated)
 : -1	-3	.	-10	.	-75	.
> Cc1ccc(C2=NN(C(=O)CCC(=O)O)C(c3cccc([N+](=O)[O-])c3)C2)cc1 (configuration not stated)
 : -2	1	.	.	5	-7	-2
> O=C(NC1CCC1)[C@@H]1[C@@H](CO)[C@@H]2Cn3c(ccc(C4=CCCCC4)c3=O)[C@@H]2N1C(=O)C1CCOCC1
 : .	.	.	7	0	.	56*
> Cc1ccc(Cn2cc(SCC(N)=O)c3ccccc32)cc1
 : -2	5	-1.0	.	-14	9	5
> CC1=CC(c2ccccc2)n2ncnc2N1 (configuration not stated)
 : 8	-14	-3.5	11	-2	-17	.
> CN1C(=O)c2cc(NC(=O)Cc3cccs3)ccc2OC[C@@H]2O[C@H](CC(=O)N[C@H]3CCN(Cc4ccccc4)C3)CC[C@@H]21
 : .	-11	.	-12	5	3	-5
> CCN1CCc2c(OCC(=O)N3CCc4ccccc43)cccc2C1=O
 : .	12	0.2	-31	5	-5	.
> CC1CN(S(=O)(=O)c2ccc(NC(=O)c3cc(-c4ccccc4O)n[nH]3)cc2)CC(C)O1 (configuration not stated)
 : 3	15	.	.	.	19	.
> CCN(CC)C(=O)c1ccc(S(=O)(=O)Cc2ccc(C)cc2)c([N+](=O)[O-])c1
 : -2	-6	0.7	-9	13	12	4
> COc1ccc(S(=O)(=O)N(C)C[C@H]2Oc3ccc(NC(=O)Nc4ccccc4)cc3C(=O)N([C@H](C)CO)C[C@@H]2C)cc1
 : -4[16.7 µM]	10	-2.2&0.1	-8&-10	1&20	-2	3&-6
> COc1ccc(-c2nc3ccccc3o2)cc1NC(=O)CSc1ccc(Cl)cc1
 : .	-1	.	10	-69	31	-2
> Cc1cccc(N(C(=O)Nc2ccccc2)C2=NCC(C)S2)c1 (configuration not stated)
 : 1	1	-1.1	-3	-31	-15	-7
> COc1ccc(CN(C)S(=O)(=O)c2nnc(NC(=O)c3ccccc3Br)s2)cc1
 : -5	-5	1.9	-30	5	8	2
> Cc1ccc(OCC(=O)Nc2cccc(C)n2)c(C)c1
 : -4	2	.	.	.	-116	.
> COc1ccc(C(C(=O)NC(C)(C)C)N(CCc2ccc(OC)c(OC)c2)C(=O)CCC(=O)Nc2cc(C)on2)cc1 (configuration not stated)
 : .	5	0.5	20	13	3	7
> COc1ccc(NS(=O)(=O)c2cccc(C(=O)NNC(=O)c3ccc(C)o3)c2)cc1
 : .	3	-0.2	-8	6	-4	15
